Screens deposited in PubChem by National Center for Advancing Translational Sciences (NCATS).
EPAC2 antag – qHTS for Antagonist of cAMP-regulated guanine nucleotide exchange factor 2 (EPAC2): primary screen | AID 720708, 2013 | Rap guanine nucleotide exchange factor 4 (Homo sapiens), Q8WZA2 | EPAC2 GEF exchange of Rap1B-BODIPY-GDP, fluorescence | Potency, µM (doses to about 114 µM), for the others: at the highest dose activity, negative = inhibition, usual class: inhibitors | actives 0.18% (n = 360,000); further: potency means the concentration at half of the fitted maximal effect; on the % scale 0 is the no-effect control and ±100 the full control effect; nearly all actives have a fitted effect of over 45% in size; many of its hits are not listed in these tables
Target sequence (Q8WZA2 whole entry, looked up): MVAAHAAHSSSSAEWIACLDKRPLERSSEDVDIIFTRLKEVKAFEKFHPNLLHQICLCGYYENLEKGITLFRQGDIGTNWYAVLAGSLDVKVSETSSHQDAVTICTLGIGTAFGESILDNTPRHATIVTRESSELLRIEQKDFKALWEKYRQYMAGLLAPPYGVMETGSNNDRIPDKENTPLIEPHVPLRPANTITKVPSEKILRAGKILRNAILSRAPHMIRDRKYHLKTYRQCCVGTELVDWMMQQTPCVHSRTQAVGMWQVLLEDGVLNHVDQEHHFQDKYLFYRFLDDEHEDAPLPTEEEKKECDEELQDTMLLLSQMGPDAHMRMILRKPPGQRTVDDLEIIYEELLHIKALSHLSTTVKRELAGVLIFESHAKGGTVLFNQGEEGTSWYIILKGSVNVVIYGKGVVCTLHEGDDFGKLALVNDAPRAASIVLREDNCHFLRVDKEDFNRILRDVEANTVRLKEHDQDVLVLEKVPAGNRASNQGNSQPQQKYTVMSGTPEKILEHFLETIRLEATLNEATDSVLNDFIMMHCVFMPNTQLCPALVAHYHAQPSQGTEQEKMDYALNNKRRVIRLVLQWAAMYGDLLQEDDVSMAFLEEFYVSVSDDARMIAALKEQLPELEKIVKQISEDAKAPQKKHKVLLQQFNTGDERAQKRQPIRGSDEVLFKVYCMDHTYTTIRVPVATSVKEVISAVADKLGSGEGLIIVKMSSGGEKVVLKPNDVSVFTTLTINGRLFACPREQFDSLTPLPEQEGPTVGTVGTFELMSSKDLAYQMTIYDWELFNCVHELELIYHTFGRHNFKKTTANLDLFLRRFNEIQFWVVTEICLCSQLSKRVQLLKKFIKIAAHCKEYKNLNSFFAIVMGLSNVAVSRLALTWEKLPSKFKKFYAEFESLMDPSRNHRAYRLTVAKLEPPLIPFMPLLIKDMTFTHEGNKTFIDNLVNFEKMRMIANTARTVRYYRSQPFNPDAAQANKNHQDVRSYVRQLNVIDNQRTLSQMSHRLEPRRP
D3 antag – qHTS of D3 Dopamine Receptor Antagonist: qHTS | D(3) dopamine receptor (Homo sapiens), P35462 | D3R cells, DiscoveRx beta-arrestin luminescence, antagonist mode; hits give low values | max response, negative = inhibition, % | actives 2.5% (n = 360,000); in the data active means max response below about -50%; inconclusive means no clear call, values can overlap the other calls; further: on the % scale 0 is the no-effect control and ±100 the full control effect; mostly tested at two doses, the higher about 12 µM
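Cells expressing the human receptor were seeded at 1500 cells/well, incubated overnight at 37 degrees C in 5% CO2, then exposed to library compounds with dopamine controls for 90 minutes at 37 degrees C before luminescent detection.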
PTHR1 ag – qHTS for PTHR1 Agonists: Primary Screen | HEK293 GP2 PTHR1 cells, GloSensor cAMP luminescence, 1 h | Potency, µM (top dose mostly 115 µM), for the others: at the top dose activation, usual class: activators | actives 0.075% (n = 410,000); further: potency means the concentration at half of the fitted maximal effect; nearly all actives have a fitted effect of over 55% in size; some results filed as inactive show a strong effect at the top dose; inactives centre near -15; many of its hits are not listed in these tables
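HEK-293-derived GP2 cells expressing PTHR1 and a GloSensor cAMP reporter, 3,000/well, plated overnight, given luciferin plus IBMX (each 0.5 mM as added) for 1 h at 37 °C, then compound for 1 h at 37 °C. Luminescence was read after 15 min at room temperature.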
Mm-Cpn inhibitor – Inhibitors of TCP-1 ring complex (TRiC) of Methanococcus maripaludis (MmCpn): qHTS | Chaperonin Mm-Cpn (Methanococcus maripaludis) | Potency, µM (doses to about 76.9 µM), inactives show at the highest dose activity, negative = inhibition, most hits filed as inhibitors | actives 0.031% (n = 330,000) | AID 504842, 2011 | purified Mm-Cpn ATPase, ADP Transcreener TR-FRET; further: potency means the concentration at half of the fitted maximal effect; on the % scale 0 is the no-effect control and ±100 the full control effect; nearly all actives have a fitted effect of over 80% in size
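Purified archaeal Mm-CPN (25nM final) preincubated 10 min at 37degC with compound, then 10uM ATP for 30 min at 37degC; ADP measured by HTRF Transcreener TR-FRET; buffer 30 mM TRIS pH 7.4, 100mM KCl, 5mM MgCl2, 1mM DTT.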
CCT modulator – High-Throughput Screening for Modulators of Cytosolic Chaperonin Activity. purified chaperonin ATPase assay, HTRF ADP detection, 30 min. activity change, % (concentration not given with the values), hits read low. AID 651819, 2012. actives 0.3% (n = 360,000); in the data active means activity change below about -30%; further: on the % scale 0 is the no-effect control and ±100 the full control effect
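TRiC (40 or 20 nM final, by batch activity) in 30 mM Tris pH 7.4, 100 mM KCl, 5 mM MgCl2, 1 mM DTT was treated with compound at 76 uM single dose, then 10 uM ATP, 30 min at 37 °C. ADP was read by HTRF Transcreener.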
DRD3 agonist – qHTS of D3 Dopamine Receptor Agonist: qHTS. max activation, %. AID 652048, 2013. actives 0.58% (n = 410,000). D(3) dopamine receptor (Homo sapiens), P35462. D3R DiscoveRx beta-arrestin cells, luminescence, 90 min; in the data active means max activation above about 30%; further: 0% is about no effect; mostly tested at two doses, the higher about 12 µM
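Agonist mode: compounds and dopamine controls were applied to plated cells for 90 min at 37 degrees C after an overnight attachment at 1500 cells/well. Luminescent read-out followed 30 - 60 minutes at room temperature with DiscoveRx detection reagent.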
EPAC2 agonist – qHTS for Agonist of cAMP-regulated guanine nucleotide exchange factor 4 (EPAC2): primary screen; Rap guanine nucleotide exchange factor 4 (Homo sapiens), Q8WZA2; EPAC2 activation, biochemical qHTS; response scale: 100% = 6.5 mM cAMP response; Potency, µM (doses to about 154 µM), for the others: top-dose activation, hits mostly activators; actives 0.079% (n = 360,000); AID 720711, 2013; further: potency means the concentration at half of the fitted maximal effect; nearly all actives have a fitted effect of over 50% in size
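EPAC2 (100 nM) mixed with Rap1B loaded with BODIPY-GDP (250 nM) plus 50 uM unlabeled GDP; compounds pinned in, 5 min RT, then read every 5 min for 30 min (ex 480, em 540 nm). Normalized to cAMP control.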
pAkt inh – HTS Assay for Inhibitors of Akt Phophorylation: Primary Screen; Neuro2A IGF-stimulated pAkt S473 HTRF, 20 min; hits give low values; activity change, % for hits at 50 µM; actives 0.32% (n = 360,000); in the data active means activity change below about -80%; inconclusive means mostly about -51% to -80%; further: on the % scale 0 is the no-effect control and ±100 the full control effect
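Neuro2A cells (4,500/well, DMEM with 0.5% FBS) were treated with compound at a single 50 µM final concentration, stimulated with 6 nM IGF for 20 min at 37 °C, and lysed. Phospho-Akt Ser473 was read by HTRF as 665/615 ratio ×10^4.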
* marks the source's active call; other numbers are inactive results; i = inactive; ? = inconclusive; nt = no result given; & = joins results of further samples; [ ] = remark or other dose. Unless noted, the call rests on the fitted dose curve; in most records, active means well fitted curve in the direction sought with a large enough effect; inconclusive means small, poorly fitted or top-dose-only effect, or another doubt; inactive means no such curve, though single readings can be large; an effect the other way counts as inactive or inconclusive. Not all compounds are listed; the hit share may differ from the screen's.

Sequence of screens – EPAC2 antag, D3 antag, PTHR1 ag, Mm-Cpn inhibitor, CCT modulator, DRD3 agonist, EPAC2 agonist, pAkt inh
Cc1ccc(S(=O)(=O)N2Cc3cc(N4CCOCC4)ccc3-n3nncc3C2)cc1
  -4%, 0, -21%, nt, 0.1, 6, 3%, i
CCOc1ccccc1-n1c(O)c(C=NCc2ccc3c(c2)OCO3)c(=O)[nH]c1=O
  10%, 8, i, -3%, 0.3, 5, 5%, i
CCCCOC(=O)c1ccccc1C(=O)OCCCC
  ?, 6, -4%, 0%, 0.3, -3, 11%, i
Cc1ccc(-c2nn(Cc3ccccc3)cc2C=O)cc1
  -8%, 5, -60%[inhibitor], 1%, -4.6, -18, 9%, i
CCOC(=O)C1CCN(/C=C2/C(=O)NC(=O)N(Cc3ccco3)C2=O)CC1
  7%, -6, i, -1%, -1.1, 7, -6%, i
Cc1cc(N2CCOCC2)nc2ccc(NC(=O)CCC(=O)N3CCC4(CC3)OCCO4)cc12
  -1%, 8, i, -1%, -3.8, 5, 3%, i
COc1ccc(C(=O)N/N=C/C23CC[C@@H](O)CC2(O)CC[C@@H]2[C@@H]3CCC3(C)C(C4=CC(=O)OC4)CCC23O)cc1 (some centres not stated)
  3%, -4, i, 2%, 0.2, 4, 9%, i
N#CC12CC(=O)N1Cc1cnnn1-c1ccccc12 (configuration not stated)
  0%, 20, -14%, nt, 0.9, 1, 5%, i
CN(C)CCN=Cc1c(O)n(Cc2ccc3c(c2)OCO3)c(=S)[nH]c1=O
  -5%, 9, i, -2%, 0.4, 6, 8%, i
O=C1c2ccccc2C2(c3ccc(Cl)cc3)NCCN12 (configuration not stated)
  4%, 16, i, 0%, -1.7, 2, -9%, i
Cc1ccc(N)c(C(=O)c2ccccc2)c1
  0%, 5, -19%[57.5 µM], 1%, -1.0, 3, 8%, i
CCOC(=O)c1ccccc1N
  -1%, 1, -23%, -1%, -2.0, -1, 3%, i
Nc1ccc(C2(c3ccc(N)cc3)c3ccccc3-c3ccccc32)cc1
  1%, 3, -18%, 0%, 0.8, -9, 7%, i
OCCOCC#CCN1CCOCC1
  -20%[57.1 µM], 3, -4%[57.5 µM], -2%, -3.7, -2, -5%, i
O=C(Cc1ccc(Cl)c(Cl)c1)NCC1(N2CCOCC2)CCCCC1
  -7%, -10, -5%, 4%, 1.8, -16, 13%, i
C[C@@H]1CN([C@@H](C)CO)C(=O)CCCn2nncc2CO[C@@H]1CN(C)C(=O)Oc1ccccc1
  -1%, -3, -16%, nt, 2.7, 1, -6%, i
CCC(C(=O)N1CCC2(CC1)OCCO2)n1c2ccccc2c2nc(=O)cc(C)n21 (configuration not stated)
  -4%, ?, i, 0%, -1.6, 5, -1%, i
Cn1c(O)c(/C=C/C=Nc2ccccc2)c(=O)n(C)c1=O
  7%, 4, i, 2%, -2.2, 3, -1%, i
Cn1c(=O)n(C)c2cc([N+](=O)[O-])c(N3CCNCC3)cc21
  7%, 1, i, 0%, 0.5, 1, -4%, i
COC(=O)C1=C(c2cccc(C#N)c2)C[C@@H]2CC[C@H]1N2C(=O)N1CCC(O)CC1
  14%, 15, i, -1%, -0.4, 11, 1%, i
COc1ccc(NC(=O)N2C[C@@H]3C[C@@H](C2)c2cccc(=O)n2C3)c(OC)c1
  -2%, 5, -4%, 0%, 1.1, 8, -1%, i
COCCNC(=O)c1ccc(N2CC3CC(C2)c2cccc(=O)n2C3)c([N+](=O)[O-])c1 (configuration not stated)
  4%, 4, i, 4%, -14, 2, -3%, i
O=C(COC(=O)Cc1ccccc1)Nc1cc(S(=O)(=O)N2CCOCC2)ccc1N1CCCC1
  2%, 4, i, -2%, -3.0, 1, -2%, i
CC1=C(C)CC2(C(=O)NC(=S)NC2=O)C(C)C1 (configuration not stated)
  -1%, -5, i, nt, -0.2, 7, -4%, i
C=C(C)[C@H]1CN[C@H](C(=O)O)[C@H]1CC(=O)O
  -6%, 13, -22%, nt, -2.0, 21&-14, 6%, i
CCC(N)Cc1c[nH]c2ccccc12 (configuration not stated)
  14%, -6, -17%, 1%, -1.3, 7&3&7, -4%, i
C[C@]12CC[C@H](O)C[C@H]1CC[C@@H]1[C@@H]2C[C@@H](O)[C@]2(C)[C@@H](C3=CC(=O)OC3)CC[C@]12O
  0%, 12, -40%[inhibitor], -1%, -9.9, 17, -9%, i
CCCN1C2CCCC1CC(NC(C)=O)C2 (configuration not stated)
  1%, -7, -22%, 1%, -33*, 18, 1%, i
CC1(C)CN=C(Nc2ccc(F)c(Cl)c2)S1
  2%, -2, i, -2%, 1.0, -3, 2%, i
C(=NN1CCCCCC1)c1c[nH]c2ccccc12
  -2%, -1, i, nt, 0.0, 0, 4%, i

Complete entries as entered above:
C[C@]12CC[C@H](O)C[C@H]1CC[C@@H]1[C@@H]2C[C@@H](O)[C@]2(C)[C@@H](C3=CC(=O)OC3)CC[C@]12O reads EPAC2 antag = 0%; D3 antag = 12; PTHR1 ag = -40%[inhibitor]; Mm-Cpn inhibitor = -1%; CCT modulator = -9.9; DRD3 agonist = 17; EPAC2 agonist = -9%; pAkt inh = i
CC1(C)CN=C(Nc2ccc(F)c(Cl)c2)S1 reads EPAC2 antag = 2%; D3 antag = -2; PTHR1 ag = i; Mm-Cpn inhibitor = -2%; CCT modulator = 1.0; DRD3 agonist = -3; EPAC2 agonist = 2%; pAkt inh = i

(listing goes on)
Sequence of screens – EPAC2 antag, D3 antag, PTHR1 ag, Mm-Cpn inhibitor, CCT modulator, DRD3 agonist, EPAC2 agonist, pAkt inh
CC1(C(=O)O)CCCC2(C)c3cc(O)ccc3CCC12 (configuration not stated)
  -6%, -8, i, nt, -0.4, -1, 13%, i
N#CC(C#N)=Cc1ccc(N2CCCC2)cc1
  2%, -19, -37%[inhibitor], -5%, -46*, -14, 3%, i
O=C(/C=C/c1ccc(Br)cc1)NC(=S)N1C[C@H]2C[C@H](C1)c1cccc(=O)n1C2
  -7%, 27, -21%, -4%, 2.0, -5, 7%, i
CC(C)[C@H]1C(=O)O[C@@H]2CCN3CC=C(COC(=O)[C@](C)(O)[C@]1(C)O)[C@H]23
  14%, 2, 0%, 2%, 0.2, 3, 7%, i
COc1ccc(NC2(C#N)CCCCC2)cc1
  0%, -6, -45%[inhibitor], 2%, -0.3, 5, 11%, i
CC(=O)Nc1cc(C(=O)N2CCC3(CC2)OCCO3)ccc1Sc1ccc(C)cc1
  0%, 4, -1%[57.5 µM], 1%, -1.9, 8, 0%, i
O=C(COc1ccc(Br)cc1)N1CCN(Cc2ccc3c(c2)OCO3)CC1
  -6%, -29, -9%, ?, -2.4, -13, 6%, i
CCNCCNc1ccc([N+](=O)[O-])c2cccnc12
  -6%, ?, i, -2%, -0.6, -24, 6%, i
CC(Cc1ccccc1)NCc1ccccc1O (configuration not stated)
  -4%, 0, -5%, 0%, -0.7, -11, 2%, i
COc1ccccc1-n1c(O)c(C=NC2CC2)c(=O)[nH]c1=O
  0%, -2, i, -2%, 1.3, 2, 15%, nt
O=c1[nH]c2ccccc2n1C1CCN(C(CCc2ccccc2)c2nnnn2Cc2ccccc2)CC1 (configuration not stated)
  9%, 89, -13%, nt, 1.4, 17, 11%, i
CCOC(=O)[C@]12Cc3ccccc3[C@H]1N(Cc1ccccc1)C(=O)c1cc(OC)ccc12
  28µM*, -7, -62%[inhibitor], nt, 0.7, -4, 8%, i
COc1ccc(-c2ccc3c(c2)CN(c2cccc(Cl)c2)Cc2cnnn2-3)cc1
  8%, ?, -22%, nt, -1.2, -6, 7%, i
Cc1ccc(NC(=O)CN2C(=O)CN=C(c3ccccc3)c3cc(Cl)ccc32)cc1
  -17%, 0, i, 0%, -1.7, -7, 8%, i
COC(=O)c1ccc(NC(=O)CSc2nc3ccc(N4C(=O)C5C6C=CC(C6)C5C4=O)cc3s2)cc1 (configuration not stated)
  -6%, 30, -34%[inhibitor], -5%, -2.8, 7, 13%, i
C#CCCC[C@@H]1OC(=O)CNC(=O)C([C@@H](C)CC)NC(=O)[C@@H]2CCCN2C(=O)C([C@@H](C)CC)OC(=O)[C@H](Cc2ccccc2)N(C)C(=O)[C@H](C(C)C)NC(=O)C1(C)C (some centres not stated)
  -24%, -24, 5%, nt, -1.2, -14, -7%, i
COc1ccc(C2C(C(=O)N3CCC4(CC3)OCCO4)c3cc(OC)c(OC)cc3C(=O)N2C)cc1 (configuration not stated)
  7%, -19, i, 1%, 1.7, 4, 2%, i
O=C(c1cccc2ccccc12)C1CCCN(Cc2ccon2)C1 (configuration not stated)
  -2%, -68*, -19%, 1%, -2.9, -31, 1%, i
Cn1c(O)c(C=NCCCN2CCCC2=O)c(=O)n(C)c1=O
  -5%, -65*, -1%[57.5 µM], 0%, -1.0, 0, -5%, nt
O=c1[nH]c(=O)n(Cc2ccccc2)c(O)c1C=NCCCn1ccnc1
  -18%, -20, i, 0%, -0.5, -13, 7%, i
COC(=O)C1=C(c2ccc(F)cc2OCc2ccccc2)C[C@@H]2CC[C@H]1N2C(=O)NCc1ccc(C(C)(C)C)cc1
  1%, -18, -13%, -5%, 1.3, 0, -4%, i
O=C1NC(=O)C(CCc2ccncc2)(CCc2ccncc2)C(=O)N1CCc1ccccc1
  -8%, 11, -4%, -5%, -1.8, 9, 4%, i
Nc1nonc1OCCCCOc1nonc1N
  5%, -27, -55%[inhibitor], 1%, -0.6, -8, 9%, i
